Assay outcomes as filed in PubChem.
CHO-K1 Ca PAM = nonselective calcium activators in parental CHO-K1 cells, primary screen, counter-screen for M1 PAM project, cell-based, Fluo-8 calcium fluorescence, full deck, 1536-well | ATP EC20; 0% at ATP EC20, 100% at ATP max | activation, % at 3 µM | actives 0.02% (n = 360,000);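 active means activation above the run cutoff, the mean activation of all test compounds plus 3 SD, cut at about 40% in these data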;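 further: peak over basal fluorescence ratio in a 140 s read after ATP addition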
M1 ag parental = counter-screen for M1 agonists: effect in parental CHO-K1 cells; Fluo-8 calcium fluorescence; scaled to maximal ATP response, vehicle zero; actives 0.48% (n = 360,000); AID 602248, 2012; activation, % at 3 µM; in the data active means activation above about 15%;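 further: untransfected CHO-K1 host cells lacking M1 receptor as counterscreen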
GPR7 antag = GPR7 receptor antagonists, primary screen, cell-based, fluorescence, single concentration | Neuropeptides B/W receptor type 1 (Homo sapiens), P48145 | GPR7-expressing cells, fluorescence antagonist assay | inhibition, % at 4.4 µM | actives 1.1% (n = 290,000); in the data active means inhibition above about 16%, passing the limit was not always enough;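 further: cells stimulated with the agonist NPW; 0% = agonist with vehicle and 100% = vehicle without agonist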
Target sequence (P48145 whole entry, looked up): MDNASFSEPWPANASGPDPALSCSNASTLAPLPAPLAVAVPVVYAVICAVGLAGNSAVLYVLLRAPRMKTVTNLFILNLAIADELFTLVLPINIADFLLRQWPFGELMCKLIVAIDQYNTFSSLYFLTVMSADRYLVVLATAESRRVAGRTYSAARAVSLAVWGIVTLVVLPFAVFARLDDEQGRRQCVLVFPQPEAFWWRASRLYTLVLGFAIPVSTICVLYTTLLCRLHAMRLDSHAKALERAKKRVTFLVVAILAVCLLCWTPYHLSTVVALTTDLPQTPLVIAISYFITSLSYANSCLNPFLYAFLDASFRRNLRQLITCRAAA
OXTR agonist = human OXTR agonists, primary screen, fluorescence, CHO-OTR cells, Fluo-8 calcium; Fluo-8 calcium fluorescence; normalized: DMSO 0%, oxytocin 100%; actives 0.32% (n = 320,000); Oxytocin receptor (Homo sapiens), P30559; activation, % at 3 µM;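 active means activation above the mean of all tested compounds plus 3 SD, cutoff set per screening run, cut at about 20% in these data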;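 further: peak over basal fluorescence ratio from a 100 s FLIPR kinetic read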
Target sequence (P30559 whole entry, looked up): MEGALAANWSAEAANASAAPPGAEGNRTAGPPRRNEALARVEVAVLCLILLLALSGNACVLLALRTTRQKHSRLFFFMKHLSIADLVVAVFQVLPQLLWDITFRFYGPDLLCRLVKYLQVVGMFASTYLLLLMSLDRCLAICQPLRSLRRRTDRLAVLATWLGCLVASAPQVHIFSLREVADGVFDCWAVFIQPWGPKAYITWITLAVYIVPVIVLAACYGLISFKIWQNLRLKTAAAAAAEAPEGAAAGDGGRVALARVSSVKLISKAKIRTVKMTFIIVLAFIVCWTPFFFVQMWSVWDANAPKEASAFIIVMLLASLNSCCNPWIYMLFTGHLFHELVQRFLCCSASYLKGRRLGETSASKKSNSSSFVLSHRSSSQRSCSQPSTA
OXTR potentiate = human OXTR potentiators, primary screen, fluorescence, CHO-OTR cells, Fluo-8 calcium | Oxytocin receptor (Homo sapiens), P30559 | Fluo-8 calcium fluorescence, potentiator mode; 0% = oxytocin EC15, 100% = EC100 | activation, % at 3 µM | actives 0.061% (n = 320,000) | AID 2445, 2010;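 active means activation above that plate's cutoff, the mean activation of tested compounds plus 3 SD, cut at about 6.6% in these data, passing the limit was not always enough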;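 further: 100% uses oxytocin at 75 nM as the full agonist control; some results filed as inactive read as strong as hits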
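Replication – single well per compound, singlicate · Assay system – CHO cell line stably expressing human OTR · Timing – 6 min pre-incubation, 100 s read · Measure – normalized max/min fluorescence ratio, % activation · Doses – 3.0 µM, one dose · Detection – Fluo-8 calcium dye fluorescence · Probe or stimulus – oxytocin near EC15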
CHO-K1 Ca antag = counter-screen for M1 antagonists: effect in parental CHO-K1 cells; ATP-induced calcium, Fluo-8 fluorescence; inhibition, % at 3 µM; actives 0.6% (n = 360,000);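 active means inhibition above a per-plate cutoff, the plate's mean sample inhibition plus 3 SD, cut at about 24% in these data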;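 further: 0% = DMSO plus EC80 ATP and 100% = DMSO alone without ATP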
CHO parental Ca = ATP-evoked calcium signal inhibitors, parental CHO, primary screen, counter-screen for OX1R antagonist project, cell-based, fluorescence, Fluo-8 calcium dye; parental CHO-K1, ATP-induced calcium, Fluo-8 fluorescence; inhibition, % at 5.6 µM; actives 0.63% (n = 330,000);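 active means inhibition above that plate's mean sample inhibition plus 3 SD, cut at about 26% in these data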;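 further: 0% = ATP-challenged DMSO wells and 100% = DMSO wells without ATP; some compounds past the cut are filed as inactive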
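Assay system: parental CHO cells; Read-out basis: percent inhibition of ATP-evoked calcium rise, normalized to controls; Benchmarks: ATP and no-ATP DMSO wells; Compound dosing: single nominal dose of 5.6 µM per compound; Signal: Fluo-8 calcium dye fluorescence; Also added: ATP as calcium-mobilizing challenge; Repeats: singlicate.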
V1aR counter = agonists of human V1a receptor, primary screen, counter-screen for OXTR agonist project, fluorescence, CHO-V1R cells; Vasopressin V1a receptor (Homo sapiens), P37288; Fluo-8 calcium fluorescence, agonist mode; 0% DMSO, 100% 3 nM vasopressin; activation, % at 3 µM; actives 0.25% (n = 320,000); AID 2797, 2010;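 active means activation above the mean activation of all tested compounds plus 3 SD, per screening run, cut at about 20% in these data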;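 further: signal is peak over basal fluorescence ratio across a 100 second FLIPR read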
TAAR1 antag = human TAAR1 antagonists, primary screen, Fluo-8 calcium fluorescence, CHO RD-HGA16 cells | AID 624466, 2012 | Trace amine-associated receptor 1 (Homo sapiens), Q96RJ0 | antagonist | actives 1.5% (n = 360,000) | inhibition, % at 3 µM;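 active means inhibition above a per-plate cutoff, the mean inhibition of test compounds on that plate plus 3 SD, cut at about 49% in these data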;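 further: 0% = DMSO plus EC80 beta-PEA response and 100% = DMSO alone without agonist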
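Test system: hTAAR1-expressing CHO RD-HGA16 cells, Gα16-coupled; Probe or stimulus: EC80 β-phenethylamine stimulus; Compound dosing: single nominal final test compound concentration of 3 µM; Timing: 140 s kinetic read after compound, 140 s after agonist; Signal: Fluo-8 calcium-sensitive fluorescence; Measure: % inhibition of agonist calcium response; Controls: DMSO and EC80 PEA controls.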
* marks the source's active call; other numbers are inactive results; . = no result given.

cpd	SMILES	CHO-K1 Ca PAM	M1 ag parental	GPR7 antag	OXTR agonist	OXTR potentiate
1	CC(C)C(=O)N1CCC(c2nc(-c3ccc(S(=O)(=O)N4CCCC4)cc3)no2)CC1	0	2.1	-8	0.2	6
2	COc1cccc(CNC(=O)N2CCN(c3ccccc3Cl)CC2)c1	-6	7.7	-16	5.5	-10
3	COC(=O)c1ccc(CN(c2ccc(C(=O)O)c(O)c2)S(=O)(=O)c2ccc(Cl)c([N+](=O)[O-])c2)cc1	5	5.6	19	3.8	-16
4	COCCCNC(=S)NC(=O)c1ccc([N+](=O)[O-])cc1	6	0.2	-4	-0.7	5
5	COc1ccccc1C(=O)NNC(=O)c1nn(Cc2ccccc2)c(=O)c2ccccc12	8	0.8	-3	-2.2	-17
6	Cc1ccc(NC(=O)CSc2nnc(-c3cccs3)o2)cc1S(=O)(=O)N1CCCCC1	0	-0.3	-7	-1.1	-5
7	O=C(NCc1ccccc1)c1onc(CSc2ccc(Cl)cc2)c1C(=O)NCc1ccccc1	23	1.4	.	2.0	-11
8	Cn1c(SCC(=O)Nc2ccc3c(c2)OCO3)nnc1C(F)(F)F	-15	0.3	.	0.7	-4
9	CCc1nc(SCC(=O)O)c(C#N)c2c1CCCC2	18	13	-2	-0.8	-3
10	COc1ccc(CC(=O)NNC(=O)c2ccc(Br)o2)cc1	-8	1.2	-16	-0.9	7
11	CCOC(=O)c1cccc(NC(=O)CSc2nnnn2CC)c1	23	1.8	-4	0.0	-15
12	COc1cccc(CNC(=O)CN2C(=O)COc3ccc(S(=O)(=O)N4CCCCC4)cc32)c1	6	0.1	2	-0.2	-6

cpd	CHO-K1 Ca antag	CHO parental Ca	V1aR counter	TAAR1 antag
1	-12	-4	2.2	5
2	-10	-6	3.7	49*
3	-10	4	3.5	4
4	8	-9	0.8	-10
5	-9	-17	-1.4	3
6	-5	-9	-0.9	-4
7	-15	1	2.1	30
8	1	-3	0.6	4
9	-6	-8	1.0	15
10	-12	-3	0.0	-1
11	-7	-5	-0.6	-11
12	4	-19	0.5	-28

New compounds follow.
cpd	SMILES	CHO-K1 Ca PAM	M1 ag parental	GPR7 antag	OXTR agonist	OXTR potentiate
13	Cc1ccc(S(=O)(=O)C(C#N)c2nc3ccccc3nc2N2CCN(C)CC2)cc1 (stereo not drawn)	15	0.5	-16	1.3	-3
14	CN(Cc1ccccc1)C(=O)c1ccc(S(=O)(=O)N(C)c2ccccc2)cc1	18	5.7	.	1.2	-7
15	Cc1cccc(NC(=O)Nc2ccc([N+](=O)[O-])cc2)n1	-24	0.2	-2	0.1	-4
16	C/C(=N\NC(=O)CC#N)c1cc2ccccc2oc1=O	6	0.8	-5	0.2	-1
17	N#C/C(=C/c1ccc([N+](=O)[O-])cc1)C(N)=O	-7	0.6	-3	0.3	-6
18	Cc1noc(C)c1CSc1ccccc1C(=O)N1CCN(c2ccccc2)CC1	11	0.8	-1	3.2	-4
19	CC(=O)c1ccc(S(=O)(=O)Nc2cccc(S(=O)(=O)NC3=NCCC3)c2)cc1	22	0.9	2	1.1	6
20	CCN(CC)c1ccc(/C=C(\C#N)C(N)=S)cc1	7	2.8	2	0.7	-2
21	COc1ccc(CCNS(=O)(=O)c2cn(C)nc2C)cc1OC	-5	0.4	-5	0.8	1
22	O=C(Cc1cc2ccccc2o1)NCc1ccc(F)cc1	-8	-0.3	14	-1.2	-13
23	O=c1[nH]c2c(c(=O)[nH]1)CCC2	6	0.5	-11	0.5	-4
24	CN1C(=O)C2(OCCCO2)c2cc(Cl)ccc21	6	0.7	-15	-1.8	-5

cpd	CHO-K1 Ca antag	CHO parental Ca	V1aR counter	TAAR1 antag
13	-12	-6	1.1	7
14	-16	-3	2.5	4
15	9	-1	0.5	-5
16	4	7	0.7	9
17	-12	-3	-0.1	-27
18	7	-12	2.3	14
19	-7	-10	1.4	-2
20	6	10	4.0	0
21	-2	4	1.0	-20
22	-13	-10	-0.7	-14
23	-6	12	0.3	-12
24	-7	-5	0.3	-17

Structural class, the entries above with two or more sulfur atoms.
cpd	SMILES	CHO-K1 Ca PAM	M1 ag parental	GPR7 antag	OXTR agonist	OXTR potentiate
6	Cc1ccc(NC(=O)CSc2nnc(-c3cccs3)o2)cc1S(=O)(=O)N1CCCCC1	0	-0.3	-7	-1.1	-5
19	CC(=O)c1ccc(S(=O)(=O)Nc2cccc(S(=O)(=O)NC3=NCCC3)c2)cc1	22	0.9	2	1.1	6

cpd	CHO-K1 Ca antag	CHO parental Ca	V1aR counter	TAAR1 antag
6	-5	-9	-0.9	-4
19	-7	-10	1.4	-2

Following part:
cpd	SMILES	CHO-K1 Ca PAM	M1 ag parental	GPR7 antag	OXTR agonist	OXTR potentiate
25	Cc1cccc(NC(=O)c2n[nH]c([N+](=O)[O-])c2Br)c1C	10	9.2	0	8.5	-9
26	COc1ccc(-c2noc(CN3CCCCC3c3nccn3C)n2)cc1 (stereo not drawn)	-4	1.1	41*	-0.3	-2
27	CC(C)(C)OC(=O)N1CCC(c2cc(=O)n3[nH]cc(C(=O)NC4CCCC4)c3n2)CC1	-2	-0.6	9	-0.7	-1
28	CSCCC(C(=O)OCC(=O)c1ccc(C)c(C)c1)N1C(=O)c2cc(Cl)c(Cl)cc2C1=O (stereo not drawn)	1	0.4	-1	0.2	0
29	O=C(CC1CC2CCC1C2)NCCc1ccc(Cl)cc1 (stereo not drawn)	1	0.3	-5	-2.0	-6
30	COC(=O)c1ccc(Cn2nc(-c3cc(C)ccc3C)ccc2=O)cc1	17	0.8	13	.	.
31	COCCNC(=O)c1sc2ncn(CC(=O)Nc3ccc(C)c(Cl)c3)c(=O)c2c1C	-9	0.9	11	2.0	-15
32	CC(=O)N1CCN(c2ccccc2NC(=S)NC(=O)c2cc3ccccc3o2)CC1	3	3.5	-12	1.0	-10
33	Cn1c(NCc2cccnc2)nc2cc(-c3ccc(C(=O)N4CCOCC4)cc3)sc2c1=O	-8	1.0	.	.	.
34	Cc1ccc(S(=O)(=O)N2CCC(C(=O)N[C@@H](C)C(=O)NCC3CCCO3)CC2)cc1 (stereo partly drawn)	13	0.7	-4	-1.1	-20
35	C=CCOC(=O)c1[nH]c2c(c1C)C(=O)CC(c1ccco1)C2 (stereo not drawn)	.	.	11	0.0	-10
36	CC1CN(C(=O)/C=C/c2ccc([N+](=O)[O-])s2)CC(C)O1 (stereo not drawn)	4	0.5	-5	-0.1	-13

cpd	CHO-K1 Ca antag	CHO parental Ca	V1aR counter	TAAR1 antag
25	4	-1	8.7	-12
26	-9	-23	0.2	-30
27	-9	3	0.0	-23
28	-17	-14	0.5	-4
29	-16	-4	-0.4	-1
30	-5	.	.	9
31	-1	-8	1.9	-19
32	0	-29	0.6	33
33	10	.	.	-20
34	-2	-9	-0.2	-5
35	.	-8	2.2	.
36	-15	-34	-0.2	4

Other compounds
cpd	SMILES	CHO-K1 Ca PAM	M1 ag parental	GPR7 antag	OXTR agonist	OXTR potentiate
37	O=C(O)c1ccc(Nc2ccc3nonc3c2[N+](=O)[O-])cc1	5	0.6	-9	0.2	-10
38	COc1ccc(-c2nc(CS(=O)CC(=O)NCCCN3CCCC(C)C3)c(C)o2)cc1OC (stereo not drawn)	8	2.0	-21	0.4	-1
39	COc1cc(C(=O)OCCN2CCOCC2)ccc1O	2	0.2	5	1.4	-9
40	CC1(C(=O)NS(=O)(=O)c2ccc(Br)cc2)CCN1C(=O)Cc1cccs1 (stereo not drawn)	4	0.5	.	.	.
41	Cc1onc(-c2ccccc2Cl)c1C(=O)N1CCN(c2ccc(F)cc2)CC1	9	1.1	3	2.9	-4
42	CCCCN(C(=O)c1ccc(N2CCCC2=O)cc1)c1c(N)n(CCC)c(=O)[nH]c1=O	-5	-0.2	.	0.7	-2
43	COc1ccccc1CNC(=O)C1CCCCN1S(=O)(=O)c1ccccc1 (stereo not drawn)	3	3.9	0	0.7	-5
44	COc1ccc(C(=O)N2CC(c3ccc(Cl)cc3)CC2=O)cc1 (stereo not drawn)	-2	1.1	.	-0.8	-2
45	C(#CC12CC3CC(CC(C3)C1)C2)CN1CCOCC1	-2	0.3	-6	1.1	-13
46	O=C(NCc1n[nH]c(=S)n1-c1ccc(Br)cc1)c1cccs1	8	0.2	-12	-0.2	-11
47	O=c1[nH]nc(Cc2ccccc2)c2ccccc12	16	1.8	1	-0.3	-10
48	CCc1ccc(/C=C2\SC(=S)N(CCCC(=O)N3CCCC3)C2=O)cc1	16	1.0	.	.	.
49	COc1ccc(CCn2cnc(=O)c(C#N)c2C)cc1OC	10	1.9	-12	0.5	-8

cpd	CHO-K1 Ca antag	CHO parental Ca	V1aR counter	TAAR1 antag
37	-2	-7	0.1	-2
38	-13	-2	-0.4	-9
39	-9	2	0.6	1
40	4	.	.	-27
41	-19	-7	5.8	-8
42	8	-15	0.8	13
43	-18	-10	0.4	-25
44	-1	-10	0.9	-19
45	-4	-5	0.9	17
46	-9	12	0.2	-17
47	-6	-6	0.5	11
48	-12	.	.	16
49	8	-2	0.4	-10
